# M4 ag: agonists of human muscarinic M4 receptor (CHRM4); P08173; CHO-K1 hM4/Gqi5, Fluo-8 calcium fluorescence; vehicle 0%, full acetylcholine response 100%; activation, % at 3 µM; 0.14% of 360,000 active; AID 624127;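 active means activation above the run mean over all test wells plus 3 SD, cut at about 32% in these data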;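 further: peak over basal fluorescence ratio per well then scaled between controls; 0% = DMSO wells and 100% = acetylcholine at EC100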
# Target sequence (P08173 whole entry, looked up): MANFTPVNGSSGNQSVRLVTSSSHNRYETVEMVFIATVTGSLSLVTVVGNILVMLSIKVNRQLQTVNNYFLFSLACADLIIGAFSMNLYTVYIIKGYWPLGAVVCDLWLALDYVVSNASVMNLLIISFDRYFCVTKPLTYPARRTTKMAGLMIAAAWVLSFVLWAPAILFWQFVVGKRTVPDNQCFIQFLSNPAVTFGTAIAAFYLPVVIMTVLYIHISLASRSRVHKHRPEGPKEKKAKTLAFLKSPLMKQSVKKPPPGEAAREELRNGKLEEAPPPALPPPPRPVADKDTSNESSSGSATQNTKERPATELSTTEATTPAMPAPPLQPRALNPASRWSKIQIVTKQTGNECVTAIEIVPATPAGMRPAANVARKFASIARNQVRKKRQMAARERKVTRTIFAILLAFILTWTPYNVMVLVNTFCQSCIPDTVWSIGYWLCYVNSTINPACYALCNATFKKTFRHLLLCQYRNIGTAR
# M4 antag: antagonists of human muscarinic M4 receptor (CHRM4). 0.73% of 360,000 active. P08173. inhibition, % at 3 µM. CHO-hM4 cells, ACh EC80, Fluo-8 calcium fluorescence;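 active means inhibition above its plate's cutoff, the mean inhibition of sample wells plus 3 SD, cut at about 27% in these data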;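 further: 0% = acetylcholine EC80 with DMSO and 100% = DMSO without agonist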
# CRFBP-R2 agonist: agonists of human CRF-binding protein/CRF-R2 receptor complex. HEK293 CRF-R2/CRF-BP, calcium dye fluorescence (FLIPR); percent of saturating CRF peptide response. activation, % at 13.2 µM. 0.46% of 350,000 active;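 active means activation of at least 50%, plus an integration ratio under a set limit after plate pattern correction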;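 further: plate controls were neutral control wells without compound for no effect and CRF at EC100 for full effect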
# CHRM5 agonist: agonists of human muscarinic M5 receptor (CHRM5); CHO-K1 hM5 cells, Fluo-8 calcium fluorescence; 0% DMSO wells, 100% maximal acetylcholine response; activation, % at 3 µM; 0.19% of 360,000 active;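 active means activation above the run's mean over test compounds plus 3 SD, cut at about 23% in these data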;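 further: signal is peak over basal fluorescence ratio across the kinetic read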
# CHRM5 antagonist: blocks acetylcholine activation of human M5 receptor | P08912 | CHO-hM5 cells, Fluo-8 calcium fluorescence, ACh EC80 | inhibition, % at 3 µM | 0.59% of 360,000 active | AID 624040;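 active means inhibition above a per-plate cutoff, the mean of that plate's test compounds plus 3 SD, cut at about 27% in these data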;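 further: 0% = acetylcholine EC80 with DMSO and 100% = DMSO without agonist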
# CHRM5 PAM: positive allosteric modulators of human muscarinic M5 receptor; activation, % at 3 µM; CHO-K1 hM5, Fluo-8 calcium, ACh EC20 PAM; 0% = ACh EC20, 100% = ACh EC100; 0.3% of 360,000 active; AID 624038;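 active means activation above the run cutoff, the mean activation of all test compounds plus 3 SD, cut at about 18% in these data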
#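 system = human M5 receptor in CHO-K1 cells | reagent = EC20 acetylcholine as agonist stimulus | compound dosing = single-point, 3 µM nominal | incubation = Fluo-8 loading 80 min at 37 °C plus 30 min room temperature | detection = Fluo-8 calcium dye fluorescence, kinetic read | benchmarks = low control EC20 acetylcholine (0%), high control EC100 acetylcholine (100%)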
# M1 PAM: positive allosteric modulators of human M1 muscarinic receptor; P11229; activation, % at 3 µM; 0.088% of 360,000 active; CHO-K1 hM1, Fluo-8 calcium fluorescence, ACh EC20; 0% = ACh EC20, 100% = maximal ACh; in the data active means activation above about 19%, passing the limit was not always enough
# Target sequence (P11229 whole entry, looked up): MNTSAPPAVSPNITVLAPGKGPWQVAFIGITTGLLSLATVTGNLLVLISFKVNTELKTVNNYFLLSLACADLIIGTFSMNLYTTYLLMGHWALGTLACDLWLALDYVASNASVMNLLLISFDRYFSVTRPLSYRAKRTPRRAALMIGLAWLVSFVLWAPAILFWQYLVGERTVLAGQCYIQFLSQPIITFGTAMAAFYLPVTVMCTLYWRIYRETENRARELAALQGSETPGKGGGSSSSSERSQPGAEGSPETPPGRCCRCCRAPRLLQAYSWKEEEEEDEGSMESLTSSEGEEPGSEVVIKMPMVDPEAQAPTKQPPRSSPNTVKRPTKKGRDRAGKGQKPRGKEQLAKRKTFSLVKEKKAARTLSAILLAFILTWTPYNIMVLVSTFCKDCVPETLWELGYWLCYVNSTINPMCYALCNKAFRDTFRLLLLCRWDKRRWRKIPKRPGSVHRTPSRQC
# CHRM4 PAM: positive allosteric modulators of human muscarinic M4 receptor; P08173; CHO-K1 hM4/Gqi5, Fluo-8 calcium fluorescence, ACh EC20; 0% = ACh EC20, 100% = maximal ACh; activation, % at 3 µM; 0.4% of 360,000 active; AID 624126;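 active means activation above its plate's cutoff, the mean activation of sample wells plus 3 SD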; further: some results filed as inactive read as strong as hits
# CRFBP-R2 block: antagonists of CRF-binding protein/CRF-R2 receptor complex. 0.59% of 350,000 active. HEK293 CRF-R2/CRF-BP, CRF-induced calcium fluorescence. inhibition, % at 11.8 µM. AID 588475;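 active means inhibition of the ligand-induced calcium signal above about 50% at the single tested concentration, limit read from the data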
# Active calls of the source: *; x = not tested or not shown.
SMILES,M4 ag,M4 antag,CRFBP-R2 agonist,CHRM5 agonist,CHRM5 antagonist,CHRM5 PAM,M1 PAM,CHRM4 PAM,CRFBP-R2 block
Cc1cc(C)c2c(=O)[nH]c(SCC(=O)Nc3ccccc3)nc2n1,1,-3,7.6,-4,-1,3,9,3,11
CC1CCCCN1CCNC(=O)CC1Oc2ccccc2NC1=O (configuration not stated),1,19,-0.3,-6,13,-23,-24,-13,2
CSCC[C@H](NC(=O)[C@@H]1Cc2ccccc2CN1)C(=O)Nc1cccc(C)c1,0,0,0.0,-5,8,-2,11,-1,-8
COc1ccc(CNC(=O)C2CCN(S(=O)(=O)N3CCC(C)CC3)CC2)c(OC)c1,5,-6,-1.4,0,-6,5,6,-2,16
O=C(/C=C/c1ccccc1Cl)NCc1cccs1,1,8,-0.5,-2,-3,0,0,-5,4
Cc1cc(OC(C)C(=O)NCC(O)c2ccccc2)c2c(C)c(C)c(=O)oc2c1 (configuration not stated),1,-14,-2.5,1,2,4,7,7,-16
CN1CCN(C(=O)C2=C[C@H](C(C)(C)C)C[C@H](OCCCCO)O2)CC1,1,-5,-1.2,1,8,2,-6,5,10
COc1cccc(NC(=O)c2c(C)nn(-c3ccccc3)c2Cl)c1,7,-1,-0.4,-6,24,-9,-2,-8,6
COc1ccc(N2CCN(C(=O)c3cc4c(-c5ccc(Cl)cc5)nn(C)c4s3)CC2)cc1,0,-6,-1.4,2,3,-2,10,5,11
COc1ccc(CNC(=O)c2cc(C3CC3)nc3c2cnn3C(C)C)cc1,7,-15,0.8,-6,9,-10,2,-2,1

# 2 consecutive entries already listed, quoted:
SMILES,M4 ag,M4 antag,CRFBP-R2 agonist,CHRM5 agonist,CHRM5 antagonist,CHRM5 PAM,M1 PAM,CHRM4 PAM,CRFBP-R2 block
O=C(/C=C/c1ccccc1Cl)NCc1cccs1,1,8,-0.5,-2,-3,0,0,-5,4
Cc1cc(OC(C)C(=O)NCC(O)c2ccccc2)c2c(C)c(C)c(=O)oc2c1 (configuration not stated),1,-14,-2.5,1,2,4,7,7,-16

# Further results.
SMILES,M4 ag,M4 antag,CRFBP-R2 agonist,CHRM5 agonist,CHRM5 antagonist,CHRM5 PAM,M1 PAM,CHRM4 PAM,CRFBP-R2 block
Cc1csc(-c2cnn(-c3ccccc3)c2NC(=O)c2cccc(F)c2)n1,1,9,-3.3,5,5,-3,7,3,-7
Cc1ccc(NC(=O)N2CCCC(c3nc(-c4ccc(F)cc4)no3)C2)cc1 (configuration not stated),0,-4,0.6,-5,6,-3,5,0,-2
COc1ccc(Cc2nnc(N)s2)cc1OC,1,4,-0.6,-2,-3,1,9,3,14
O=C(Cc1ccc(F)cc1)Nc1ccccc1N1CCCC1,0,-12,-1.9,-6,-45,17,0,12,10
COC(=O)CCCCCNc1ccc(C(=O)OC)cc1N,3,3,-1.8,-9,-3,-6,-5,-5,11
CCOC(=O)/C(C#N)=C/C1=C(N2CCOCC2)C(C)(C)OCC1,1,-5,1.1,0,7,2,12,5,-4
C(=NNc1nnn(Cc2ccccc2)n1)c1ccccc1,3,-7,2.0,1,3,0,5,0,-7
Cc1cccc(S(=O)(=O)NC(=O)C2(C)CCN2C(=O)c2cccc(F)c2)c1 (configuration not stated),0,3,x,0,5,-3,-1,0,x
O=C(NC1CCCCCC1)C1CCN(S(=O)(=O)N2CCC3(CC2)OCCO3)CC1,1,3,-1.5,3,2,-6,-5,2,-24
CC(C)CC(NC(=O)OC(C)(C)C)C(=O)O (configuration not stated),0,-7,2.0,-5,15,-9,9,2,3
CSCC[C@H](NC(=O)OC(C)(C)C)C(=O)N/N=C/c1cccc2nccnc12,1,-6,-1.2,-2,-3,5,12,3,-3
Cc1ccc(CSc2nnc(CC(=O)Nc3ccc(C)cc3)n2C)cc1,0,-1,0.6,-2,-4,-2,-3,1,-23
COc1cnc(N(C)C)nc1Sc1ccc(Cl)cc1,-2,2,-1.2,2,0,1,3,-1,-6
C=CCNC(=S)Nc1ccc2cn[nH]c2c1,1,-1,-1.5,0,4,1,11,-6,4
CC(C)(C)c1ccc(C(=O)N/C(N)=N/c2nc3ccccc3o2)cc1,1,9,2.1,6,-6,3,-6,8,-27
CC1C=CCC2C(=O)N(c3cccc(C(=O)Nc4ccc(F)cc4)c3)C(=O)C12 (configuration not stated),10,-12,0.0,3,-9,-2,-3,-3,-19
COc1ccc(NC(=O)CCNC(=O)C2CCN(S(=O)(=O)c3ccc(OC)cc3)CC2)cc1,0,4,-0.4,-3,13,-4,7,-6,6
CCc1nc2ccccc2c(C(=O)OCc2nc3ccccc3c(=O)[nH]2)c1C,8,-6,1.6,5,12,-12,-9,1,-7
COc1ccc(Br)cc1-c1nc2c(c(=O)[nH]c(=O)n2Cc2ccccc2)n1C,1,2,1.2,-1,7,1,10,4,-8
COc1ccccc1C(=O)NC(CCSC)C(=O)N1CCN(C(C)=O)CC1 (configuration not stated),0,-2,0.0,-1,11,-6,13,14,3
O=C(CO/N=C/c1ccc(OC(F)F)cc1)NC1CCCC1,1,3,-1.6,3,7,-3,6,-4,6
COC(=O)c1c(C)nc2nonc2c1N,1,4,0.5,-5,-9,-2,7,-5,-2
CCCNC(=O)CCc1c(C)nc2c(c(C)nn2-c2ccccc2)c1C,2,-7,-1.8,-1,7,0,6,0,-1
CN1C2CCC1CC(N(CCc1ccccc1)C(=O)c1ccc(Cl)cc1)C2 (configuration not stated),13,5,0.4,-3,20,-13,-7,-14,-6
CCc1cc(=O)oc2c(C)c(OCC(=O)N3CCC[C@@H]3C(=O)O)ccc12,0,-11,-0.8,2,-1,-1,-4,4,2
COc1cccc(OCCNS(=O)(=O)c2cccc([N+](=O)[O-])c2)c1,2,-4,-3.9,-8,11,0,-4,-13,24
O=C(NNC(=O)C1CCN(Cc2ccccc2)CC1)c1cccs1,1,8,-0.2,-9,0,-7,5,-4,2
O=C(Nc1ccc(F)cc1)c1cc(S(=O)(=O)N2CCCCC2)ccc1F,3,5,0.3,-3,16,-7,-3,-2,3
CCC(=O)N1Cc2cc(C(=O)NCCOC)nc(-c3cccc(-c4ccc(C#N)cc4)c3)c2[C@H]1CCO,5,-3,x,4,4,-6,x,-3,x
CCc1ccc(NC(=O)CN(C(=O)N2CCN(CC)CC2)S(=O)(=O)c2ccc(C)cc2)cc1,0,-1,0.1,-1,0,-1,0,4,-1

# Whole records from above. Screens in order: M4 ag	M4 antag	CRFBP-R2 agonist	CHRM5 agonist	CHRM5 antagonist	CHRM5 PAM	M1 PAM	CHRM4 PAM	CRFBP-R2 block
# CCc1nc2ccccc2c(C(=O)OCc2nc3ccccc3c(=O)[nH]2)c1C is entered as 8	-6	1.6	5	12	-12	-9	1	-7
# CC(C)(C)c1ccc(C(=O)N/C(N)=N/c2nc3ccccc3o2)cc1 is entered as 1	9	2.1	6	-6	3	-6	8	-27

# Later entries
SMILES,M4 ag,M4 antag,CRFBP-R2 agonist,CHRM5 agonist,CHRM5 antagonist,CHRM5 PAM,M1 PAM,CHRM4 PAM,CRFBP-R2 block
CC(NC(=O)Nc1ccccn1)N1C(=O)C2C3C=CC(C3)C2C1=O (configuration not stated),1,7,-2.7,2,-6,3,11,2,-1
COC(=O)c1cc2occc2n1Cc1cccc(C)c1,-2,-1,1.8,-5,0,0,-1,-4,-26
COC(=O)Nc1c(-c2ccccc2)nc2ccccn12,0,10,-4.0,-2,0,-4,2,5,0
Cc1ccc(NC(=O)Nc2sc(=S)n(C)c2C)cc1,6,4,-1.5,-1,10,-6,2,-4,9
Cc1ccc(S(=O)(=O)CCC(=O)OCC(=O)NC(=O)c2ccccc2)cc1,0,-11,-0.6,-1,13,-5,8,9,8
CS(=O)(=O)N1CCN(c2ccc([N+](=O)[O-])c(NCc3ccccc3)c2)CC1,1,11,-2.8,-3,4,-2,4,5,17
Cc1ccccc1C(=O)Nc1c(C(=O)N2CCCC2)cnn1-c1ccccc1,0,3,0.9,-1,10,-7,-3,-5,-1
CCN1CCN(CC(=O)Nc2ccc3c(c2)OCO3)C(=O)C1=O,2,-36,1.9,-1,-1,-2,7,6,7
COc1ccc(CCNC(=O)COc2ccc(N(C)S(=O)(=O)c3ccc(Cl)cc3)cc2)cc1,11,-12,4.0,-7,18,-23,-10,-14,10
O=C(Cc1cccc([N+](=O)[O-])c1)Nc1cccc(C(=O)N2CCOCC2)c1,1,-8,-0.9,4,5,4,5,3,2
CCCC/C(C)=N/NC(=O)C(=O)NCCc1ccccc1,5,-1,2.0,-2,6,-2,-4,-1,-9
COc1cc(C)ccc1OCc1cc(C(=O)N(C)CCCN2CCOCC2)no1,1,-8,-1.1,-4,3,-4,5,1,-14
N#Cc1ccsc1NC(=O)CCN1C(=O)C2CCCCC2C1=O (configuration not stated),2,-6,0.6,4,0,6,13,8,2
O=C(CCc1nnc(-c2ccccc2)o1)NC1CCCCC1,0,-13,-2.2,-7,11,-3,2,1,16
COc1ccc(C(=O)N2CCCC(CCC(=O)NCc3ccccc3F)C2)c(OC)n1 (configuration not stated),0,-5,-0.6,1,-5,-1,-7,17,-7
CC(C)CC(=O)Nc1ccc(N2CCN(C(=O)c3cccs3)CC2)cc1,2,-30,2.4,-3,-2,1,3,8,0
CCCCn1nnnc1SCC(=O)NCc1ccco1,0,-3,2.1,-4,2,7,1,1,0
C=C(C)CSc1nnc(-c2cccc(Cl)c2)n1N,0,-3,-2.9,-2,-4,2,-2,5,1
Cc1ccc(-n2[nH]c(C)c(/C=N/NC(=O)c3ccc(O)cc3O)c2=O)cc1,-1,-5,-2.6,-3,13,0,8,-1,12
COc1ccc(Oc2coc3cc(OC(=O)/C=C/c4ccc(F)cc4)ccc3c2=O)cc1,1,-7,4.0,-2,-8,-4,3,-5,-10

# Single entries from the results shown.
# Entry for CCCCn1nnnc1SCC(=O)NCc1ccco1 in CHRM5 PAM: 7
# Entry for CC(C)CC(=O)Nc1ccc(N2CCN(C(=O)c3cccs3)CC2)cc1 in CRFBP-R2 agonist: 2.4

# Going on with the list:
SMILES,M4 ag,M4 antag,CRFBP-R2 agonist,CHRM5 agonist,CHRM5 antagonist,CHRM5 PAM,M1 PAM,CHRM4 PAM,CRFBP-R2 block
CCOc1ccc(CCNC(=O)CSc2nnnn2C)cc1OCC,1,8,-0.2,-1,2,-5,3,-1,-8
O=C(COC(=O)/C=C/c1ccc(F)cc1)NCc1ccco1,4,-7,-0.5,3,-4,11,3,0,-26
CN(C)NC(=S)Nc1ccc(Cl)cc1,1,5,-1.3,3,1,-1,7,4,15
Cc1cc(NC(=O)C2CCCN2C(=O)Nc2c(C)cccc2C)ccc1-n1cnnn1 (configuration not stated),0,4,1.4,-2,-5,0,9,10,-16
Brc1ccc(CNc2cc3c(cc2Br)OCCO3)cc1,-1,-6,1.6,-1,-4,4,10,-3,1
O=C(O)[C@@H]1CSC2c3ccccc3C(=O)N21 (some centres not stated),2,2,0.2,-1,-1,-4,-7,-8,6
COc1ccc(CCN2CC(C(=O)NCc3c(C)n[nH]c3C)CCC2=O)cc1 (configuration not stated),1,5,1.4,-2,1,0,14,4,2
COCc1cc(=O)[nH]c(SCC(=O)c2ccccc2)n1,1,-11,2.1,3,-3,9,8,17,-21
O=c1c2nccnc2[nH]c(=S)n1Cc1ccccc1Cl,0,1,-1.8,2,3,0,10,0,4
Cc1ccccc1NC(=O)NC1CCS(=O)(=O)C1 (configuration not stated),1,-8,-1.4,-1,3,-1,8,-2,-2
CC(=O)Nc1ccc(SC[C@H](Cc2ccccc2)N2CCN(CC(C)C)CCC2=O)cc1,5,-1,-1.5,-1,6,1,4,11,-3
CSc1ccc(CN2CCC(C)(Oc3cccc(Cl)c3)C2)cc1 (configuration not stated),0,-10,x,-4,11,-13,-8,-6,x

# An unsorted share of the library (roughly 2.6% active in at least one column).
